Screening results as filed in PubChem BioAssay.
Growth percent in the NCI-60 one-dose screen (48 h, 10 µM unless noted): 100 = growth as untreated, 0 = no growth, -100 = all killed.
HOP-92 – HOP-92 NSCLC cells; AID 1794738; hit rate 6.3% among 71,000
EKVX – EKVX NSCLC; hit rate 3% among 71,000; AID 1794765
M14 – M14 melanoma. hit rate 6.2% among 80,000. AID 1794745
MOLT-4 – MOLT-4 leukemia cells. hit rate 6.9% among 80,000. AID 1794779
A549/ATCC – A549/ATCC NSCLC; hit rate 3.7% among 81,000
CCRF-CEM – CCRF-CEM leukemia; hit rate 7% among 77,000; AID 1794778
RPMI-8226 – RPMI-8226 leukemia cells; AID 1794781; hit rate 7.5% among 77,000
HOP-62 – HOP-62 NSCLC. hit rate 3.9% among 80,000
* hit, by the source's call; & = joins results of further samples; ! = repeats disagree. The calls were made as follows: active = growth percent below 10; inactive = the rest.

What do the screens show for `CCN(CC)CCCC(C)Nc1c2ccc(Cl)cc2nc2cc(OC)c(OC)cc12` (configuration not stated)?
HOP-92: -9.6*; EKVX: 54; M14: -74*; MOLT-4: -8.8*; A549/ATCC: 4.1*; CCRF-CEM: 16; RPMI-8226: -33*; HOP-62: 32

Results for Cc1ccc(C(=O)NCCNc2nccc(-n3ccc4cccnc43)n2)cc1 ?
HOP-92: 117; EKVX: 96; M14: 105; MOLT-4: 100; A549/ATCC: 107; CCRF-CEM: 106; HOP-62: 112

How did COc1cc([N+](=O)[O-])ccc1NC1CCC(=O)N1 (configuration not stated) do in these assays?
HOP-92: 103; EKVX: 109; M14: 101; MOLT-4: 96; A549/ATCC: 103; CCRF-CEM: 104; RPMI-8226: 111; HOP-62: 109

What do the screens show for `CC1=C(c2cc(-c3ccc(N(C)C)cc3)c(C#N)c(=O)[nH]2)C(c2ccccc2)NC(=S)N1` (configuration not stated)?
HOP-92: 109; EKVX: 99; M14: 96; MOLT-4: 101; A549/ATCC: 103; CCRF-CEM: 79; RPMI-8226: 87; HOP-62: 106

What do the screens show for `Oc1ccc(C(c2ccc(O)cc2)c2ccc(Cl)cn2)cc1`?
HOP-92: -8.5*; EKVX: 16; M14: 86; MOLT-4: 98; A549/ATCC: 52; CCRF-CEM: 70; RPMI-8226: 98; HOP-62: 62

Results for CC(C)(C)Nc1nc2c(OCCc3ccccc3)cccn2c1-c1cccc(Oc2ccccc2)c1 ?
HOP-92: -13*; EKVX: 14; M14: 18; MOLT-4: 5.4*; A549/ATCC: 16; CCRF-CEM: 15; RPMI-8226: 4.9*; HOP-62: 11

How did CCOC(=O)c1cccc(NC2=C(Br)C(=O)C(C)=C(C)C2=O)c1 do in these assays?
HOP-92: 95; EKVX: 97; M14: 97; MOLT-4: 96; A549/ATCC: 99; CCRF-CEM: 98; HOP-62: 98

Results for COc1ccc(C(c2cc(OC)c(OC)c(OC)c2)N2CCN(Cc3ccccc3)CC2)cc1 (configuration not stated) ?
HOP-92: 71; EKVX: 83; M14: 53; MOLT-4: 53; A549/ATCC: 78; CCRF-CEM: 69; RPMI-8226: 84; HOP-62: 70

Results for CCOC(=O)C(Cc1ccccc1)n1c(O)c(C=Nc2ccc(F)cc2)sc1=S (configuration not stated) ?
HOP-92: 92; M14: 74; MOLT-4: 69; A549/ATCC: 87; CCRF-CEM: 93; RPMI-8226: 67; HOP-62: 94

What do the screens show for `COc1ccc(CCNc2nc3c(c(=O)n(Cc4ccccc4)c(=O)n3C)n2C)cc1OC`?
HOP-92: 87; EKVX: 99; M14: 111; MOLT-4: 99; A549/ATCC: 104; CCRF-CEM: 99; RPMI-8226: 98; HOP-62: 112

Results for Cn1ccc2cc(-c3ccc(C4CC4)o3)ccc21 ?
HOP-92: 92; EKVX: 91; M14: 99; MOLT-4: 94; A549/ATCC: 95; CCRF-CEM: 90; RPMI-8226: 97; HOP-62: 91

How did COc1nc2c(c(=O)[nH]1)C(c1cc3ccccc3[nH]c1=O)C1=C(CC(C)(C)CC1=O)N2 (configuration not stated) do in these assays?
HOP-92: 99; EKVX: 101; M14: 98; A549/ATCC: 91; CCRF-CEM: 113; RPMI-8226: 101; HOP-62: 90

Results for O=C(NCCNc1nccc(-c2c(-c3ccc(F)cc3)nc3sccn23)n1)Nc1cccc(C(F)(F)F)c1 ?
EKVX: 48; M14: 45; MOLT-4: 31; A549/ATCC: 42; CCRF-CEM: 11; RPMI-8226: 36; HOP-62: 75

What do the screens show for `O=C(CN1C(=O)C(=O)O/C1=C/c1ccccc1)OCc1ccccc1`?
HOP-92: 112; M14: 103; MOLT-4: 100; A549/ATCC: 99; CCRF-CEM: 108; RPMI-8226: 105; HOP-62: 108

What do the screens show for `O=[N+]([O-])c1csc2ccccc12`?
HOP-92: 106; EKVX: 101; M14: 107; MOLT-4: 89; A549/ATCC: 103; CCRF-CEM: 104; RPMI-8226: 104; HOP-62: 94

In the list so far, 2 have fluorine:
Results for CCOC(=O)C(Cc1ccccc1)n1c(O)c(C=Nc2ccc(F)cc2)sc1=S (configuration not stated) ?
HOP-92: 92; M14: 74; MOLT-4: 69; A549/ATCC: 87; CCRF-CEM: 93; RPMI-8226: 67; HOP-62: 94

Results for O=C(NCCNc1nccc(-c2c(-c3ccc(F)cc3)nc3sccn23)n1)Nc1cccc(C(F)(F)F)c1 ?
EKVX: 48; M14: 45; MOLT-4: 31; A549/ATCC: 42; CCRF-CEM: 11; RPMI-8226: 36; HOP-62: 75

(continued)
What do the screens show for `CCOc1ccc(C(=O)O)cc1`?
HOP-92: 90; EKVX: 100; M14: 98; MOLT-4: 116; A549/ATCC: 108; CCRF-CEM: 105; RPMI-8226: 103; HOP-62: 105

What do the screens show for `CCN(CC)CCCNc1ccc2ccncc2c1`?
HOP-92: 110; EKVX: 119; M14: 107; MOLT-4: 102; A549/ATCC: 96; CCRF-CEM: 113; RPMI-8226: 110; HOP-62: 103

What do the screens show for `COc1ccc2c(c1)Nc1ccccc1S2`?
HOP-92: 78; EKVX: 105; M14: 101; MOLT-4: 106; A549/ATCC: 104; CCRF-CEM: 104; RPMI-8226: 95; HOP-62: 105

What do the screens show for `Clc1nn2c(Cn3cnc4c(N5CCCC5)ncnc43)nnc2c2ccccc12`?
HOP-92: 103; EKVX: 86; M14: 76; MOLT-4: 86; A549/ATCC: 93; CCRF-CEM: 87; RPMI-8226: 83; HOP-62: 91

What do the screens show for `O=C1c2cccc3cccc(c23)C(=O)N1N1C(=O)c2cccc3c(N4CCOCC4)ccc(c23)C1=O`?
HOP-92: 86; EKVX: 94; M14: 90; MOLT-4: 108; A549/ATCC: 95; CCRF-CEM: 122; RPMI-8226: 106; HOP-62: 87

What do the screens show for `Cc1nc(-c2ccccc2-n2cccc2)no1`?
HOP-92: 91; M14: 101; MOLT-4: 104; A549/ATCC: 99; CCRF-CEM: 94; RPMI-8226: 98; HOP-62: 94

How did CC(=O)NCC(O)c1ccc([N+](=O)[O-])cc1 (configuration not stated) do in these assays?
EKVX: 107; M14: 102; MOLT-4: 99; A549/ATCC: 100; CCRF-CEM: 103; RPMI-8226: 102; HOP-62: 100

How did CS(=O)(=O)Nc1cc(-c2ccc3ncnc(Nc4cccc5[nH]ncc45)c3c2)cnc1Cl do in these assays?
HOP-92: 80; EKVX: 95; M14: 94; MOLT-4: 98; A549/ATCC: 101; CCRF-CEM: 95; RPMI-8226: 97; HOP-62: 84

What do the screens show for `O=C1NC(=O)C(Cc2ccccc2)(c2ccccc2)N1` (configuration not stated)?
HOP-92: 53; EKVX: 109; M14: 100; MOLT-4: 84; A549/ATCC: 97; CCRF-CEM: 103; RPMI-8226: 104; HOP-62: 95

What do the screens show for `COc1ccc(-c2nnn(-c3ccc(Cl)cc3)c2N)cc1OC`?
HOP-92: 91; EKVX: 92; MOLT-4: 87; A549/ATCC: 97; CCRF-CEM: 95; RPMI-8226: 95; HOP-62: 109

Results for CCCCOc1ncnc2c1CC(C)c1c(C)cc(C)cc1N2C (configuration not stated) ?
HOP-92: 94; EKVX: 90; M14: 110; MOLT-4: 98; A549/ATCC: 99; CCRF-CEM: 106; RPMI-8226: 97; HOP-62: 96

How did Cc1ccc(C2=C(CN)C(O)N=C(Sc3cc(O)c(O)cc3C)N2)cc1 (configuration not stated) do in these assays?
HOP-92: 103; EKVX: 119; M14: 97; MOLT-4: 89; A549/ATCC: 94; CCRF-CEM: 106; RPMI-8226: 108; HOP-62: 88

What do the screens show for `CCN(CC)CCNC(Cc1ccccc1)c1ccc(OC)cc1` (configuration not stated)?
HOP-92: 76; EKVX: 97; M14: 93; MOLT-4: 108; A549/ATCC: 98; CCRF-CEM: 109; RPMI-8226: 101; HOP-62: 88

How did C=C(C)[C@@H]1CC[C@]2(C(=O)NNC(=O)c3cccnc3)CC[C@]3(C)[C@H](CC[C@@H]4[C@@]5(C)CCCNC(C)(C)[C@@H]5CC[C@]43C)[C@@H]12 do in these assays?
HOP-92: 51; EKVX: 94; M14: 64; MOLT-4: 40; A549/ATCC: 72; CCRF-CEM: 66; RPMI-8226: 47; HOP-62: 85

How did N=C(N)c1ccc(-c2ccc(-c3ccccc3)s2)cc1F do in these assays?
HOP-92: -84*; M14: -93*; MOLT-4: -75*; A549/ATCC: -74*; CCRF-CEM: -61*; RPMI-8226: -60*; HOP-62: -83*

4 entries picked at random from those above:
How did N=C(N)c1ccc(-c2ccc(-c3ccccc3)s2)cc1F do in these assays?
HOP-92: -84*; M14: -93*; MOLT-4: -75*; A549/ATCC: -74*; CCRF-CEM: -61*; RPMI-8226: -60*; HOP-62: -83*

What do the screens show for `O=C1c2cccc3cccc(c23)C(=O)N1N1C(=O)c2cccc3c(N4CCOCC4)ccc(c23)C1=O`?
HOP-92: 86; EKVX: 94; M14: 90; MOLT-4: 108; A549/ATCC: 95; CCRF-CEM: 122; RPMI-8226: 106; HOP-62: 87

How did CC(=O)NCC(O)c1ccc([N+](=O)[O-])cc1 (configuration not stated) do in these assays?
EKVX: 107; M14: 102; MOLT-4: 99; A549/ATCC: 100; CCRF-CEM: 103; RPMI-8226: 102; HOP-62: 100

What do the screens show for `CCN(CC)CCNC(Cc1ccccc1)c1ccc(OC)cc1` (configuration not stated)?
HOP-92: 76; EKVX: 97; M14: 93; MOLT-4: 108; A549/ATCC: 98; CCRF-CEM: 109; RPMI-8226: 101; HOP-62: 88

The listing continues:
How did O=C1Cc2csc3nc(=O)cc(n23)N1 do in these assays?
HOP-92: 97; EKVX: 106; M14: 102; MOLT-4: 72; A549/ATCC: 93; RPMI-8226: 107; HOP-62: 103

Results for C/C=C(\C)C(C(=O)NC1CCCCC1)N(C(=O)C1CCc2cc(F)ccc2O1)c1ccc(F)cc1 (configuration not stated) ?
HOP-92: 108; EKVX: 95; M14: 105; MOLT-4: 94; A549/ATCC: 94; CCRF-CEM: 106; RPMI-8226: 97; HOP-62: 95

Results for COc1cc(C(=O)NNC(=O)c2ccc(NC(=O)CN)cc2)cc(OC)c1OC ?
HOP-92: 79; EKVX: 102; M14: 110; MOLT-4: 101; A549/ATCC: 80; CCRF-CEM: 90; RPMI-8226: 95; HOP-62: 93

How did CC(=O)Nn1cnc2c(=S)nc[nH]c21 do in these assays?
HOP-92: 91; EKVX: 103; M14: 97; MOLT-4: 104; A549/ATCC: 78; CCRF-CEM: 101; RPMI-8226: 111; HOP-62: 79

How did COc1ccc2[nH]c(C(=O)OCc3ccc4c(Cl)cc(Cl)c(O)c4n3)cc2c1 do in these assays?
HOP-92: -79*; M14: -78*; MOLT-4: -19*; A549/ATCC: 5.4*; CCRF-CEM: -10.0*; RPMI-8226: -35*; HOP-62: 28

How did COc1ccc(-c2cc(/C(C#N)=C/c3c[nH]c4ccccc34)[nH]n2)cc1 do in these assays?
HOP-92: 63; EKVX: 79; M14: 106; MOLT-4: 72; CCRF-CEM: 63; RPMI-8226: 53; HOP-62: 124

What do the screens show for `CC(=O)CCn1c(=S)sc2ccccc21`?
HOP-92: 88; EKVX: 102; M14: 100; MOLT-4: 93; A549/ATCC: 108; CCRF-CEM: 105; RPMI-8226: 100; HOP-62: 93

How did COc1ccc2c(c1)N=C(C(=O)O)/C2=C/c1sc(=S)[nH]c1O do in these assays?
HOP-92: 64; EKVX: 89; M14: 79; MOLT-4: 107; A549/ATCC: 104; CCRF-CEM: 79; RPMI-8226: 93; HOP-62: 109

How did COc1cc(N2C(=O)[C@H](O)C2c2ccc(SC)cc2)cc(OC)c1OC (some centres not stated) do in these assays?
HOP-92: 26; EKVX: 37; M14: 6.4*; MOLT-4: 4.7*; A549/ATCC: 17; CCRF-CEM: 4.0*; RPMI-8226: 9.7*; HOP-62: 22

Results for Cc1cc(Cl)cc(Cl)c1C(=O)O ?
HOP-92: 104; EKVX: 107; M14: 103; MOLT-4: 102; A549/ATCC: 105; CCRF-CEM: 101; RPMI-8226: 109; HOP-62: 92

What do the screens show for `CCn1nc(C(=O)O)c(=O)c2cc3c(cc21)OCO3`?
HOP-92: 98&113; EKVX: 119&112; M14: 104&98; MOLT-4: 107&91; A549/ATCC: 101; CCRF-CEM: 102&97; RPMI-8226: 102&101; HOP-62: 106&101

Results for COc1ccc(CC(=S)N2CCOCC2)cc1 ?
HOP-92: 129; EKVX: 118; M14: 101; MOLT-4: 97; A549/ATCC: 113; CCRF-CEM: 86; RPMI-8226: 87; HOP-62: 104

What do the screens show for `CC1=C(/C=C/C(C)=C/C=C/C(C)=C/C=N/NC(=S)NC(=S)N/N=C/C=C(C)/C=C/C=C(C)/C=C/C2=C(C)CCCC2(C)C)C(C)(C)CCC1`?
HOP-92: -9.4*; EKVX: 26&36; M14: -97*; MOLT-4: -41*; A549/ATCC: 3.0*!; CCRF-CEM: -23*; RPMI-8226: -33*; HOP-62: -7.6*
